# CHO parental Ca – signal in parental CHO cells, OX1R antagonist counter-screen; inhibition, % at 5.6 µM; parental CHO-K1, ATP-induced calcium, Fluo-8 fluorescence; hit rate 0.63% among 330,000;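 active = inhibition above that plate's mean sample inhibition plus 3 SD, cut at about 26% in these data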;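 note: 0% = ATP-challenged DMSO wells and 100% = DMSO wells without ATP; some compounds past the cut are filed as inactive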
#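 material = parental CHO cells | also added = ATP as calcium-mobilizing challenge | dosing = single point at 5.6 µM | detection = intracellular calcium via Fluo-8 no-wash fluorescent dye | read-out = % inhibition | benchmarks = low control ATP plus DMSO, high control DMSO only | repeats = one well per compound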
# CHO-K1 Ca PAM – nonselective activator or artifact in parental CHO-K1 calcium assay; ATP EC20, Fluo-8 calcium fluorescence; 0% at ATP EC20, 100% at ATP max; hit rate 0.02% among 360,000; AID 602247; activation, % at 3 µM;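 active = activation above the run cutoff, the mean activation of all test compounds plus 3 SD, cut at about 40% in these data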;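 note: peak over basal fluorescence ratio in a 140 s read after ATP addition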
# CHO-K1 Ca antag – counter-screen for M1 antagonists: effect in parental CHO-K1 cells. ATP-induced calcium, Fluo-8 fluorescence. inhibition, % at 3 µM. hit rate 0.6% among 360,000;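 active = inhibition above a per-plate cutoff, the plate's mean sample inhibition plus 3 SD, cut at about 24% in these data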;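 note: 0% = DMSO plus EC80 ATP and 100% = DMSO alone without ATP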
# OXTR agonist – human OXTR agonism | CHO-OTR cells, Fluo-8 calcium fluorescence; normalized: DMSO 0%, oxytocin 100% | activation, % at 3 µM | P30559 | hit rate 0.32% among 320,000 | AID 2435;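 active = activation above the mean of all tested compounds plus 3 SD, cutoff set per screening run, cut at about 20% in these data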;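 note: peak over basal fluorescence ratio from a 100 s FLIPR kinetic read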
# V1R ag counter – counter-screen for oxytocin receptor agonists: human V1a receptor agonists. P37288. CHO-V1R cells, Fluo-8 calcium fluorescence, agonist mode; 0% DMSO, 100% 3 nM vasopressin. activation, % at 3 µM. hit rate 0.25% among 320,000. AID 2797;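 active = activation above the mean activation of all tested compounds plus 3 SD, per screening run, cut at about 20% in these data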;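 note: signal is peak over basal fluorescence ratio across a 100 second FLIPR read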
# Target sequence (P37288 whole entry, looked up): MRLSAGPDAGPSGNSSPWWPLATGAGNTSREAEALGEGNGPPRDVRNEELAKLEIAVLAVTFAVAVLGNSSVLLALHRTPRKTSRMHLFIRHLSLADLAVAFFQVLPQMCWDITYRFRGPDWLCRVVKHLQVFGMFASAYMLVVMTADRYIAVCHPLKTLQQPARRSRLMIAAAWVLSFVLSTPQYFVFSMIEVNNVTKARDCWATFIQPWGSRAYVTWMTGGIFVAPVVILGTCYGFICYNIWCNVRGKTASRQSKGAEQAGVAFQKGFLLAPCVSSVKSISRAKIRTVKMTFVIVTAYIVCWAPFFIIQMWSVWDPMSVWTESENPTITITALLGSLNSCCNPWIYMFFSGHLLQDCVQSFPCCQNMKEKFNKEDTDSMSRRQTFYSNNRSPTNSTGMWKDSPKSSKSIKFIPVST
# OXTR potentiate – human OXTR potentiation; CHO-OTR cells, Fluo-8 calcium fluorescence, potentiator mode; 0% = oxytocin EC15, 100% = EC100; activation, % at 3 µM; P30559; hit rate 0.061% among 320,000;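 active = activation above that plate's cutoff, the mean activation of tested compounds plus 3 SD, cut at about 6.6% in these data, passing the limit was not always enough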;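 note: 100% uses oxytocin at 75 nM as the full agonist control; some results filed as inactive read as strong as hits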
#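 assay system = CHO-OTR cells, human receptor | schedule = compound 6 min at room temperature before oxytocin, 100 s read | detection = Fluo-8 intracellular calcium fluorescence, ex 470-495, em 515-575 nm | evaluation = normalized max/min fluorescence ratio, % activation | control set = EC15 oxytocin alone as 0%, 75 nM oxytocin (EC100) as 100%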
# TAAR1 antagonist – human TAAR1 antagonism. CHO RD-HGA16 TAAR1, Fluo-8 calcium fluorescence, antagonist. inhibition, % at 3 µM. hit rate 1.5% among 360,000. AID 624466;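 active = inhibition above a per-plate cutoff, the mean inhibition of test compounds on that plate plus 3 SD, cut at about 49% in these data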;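 note: 0% = DMSO plus EC80 beta-PEA response and 100% = DMSO alone without agonist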
# Target sequence (Q96RJ0 whole entry, looked up): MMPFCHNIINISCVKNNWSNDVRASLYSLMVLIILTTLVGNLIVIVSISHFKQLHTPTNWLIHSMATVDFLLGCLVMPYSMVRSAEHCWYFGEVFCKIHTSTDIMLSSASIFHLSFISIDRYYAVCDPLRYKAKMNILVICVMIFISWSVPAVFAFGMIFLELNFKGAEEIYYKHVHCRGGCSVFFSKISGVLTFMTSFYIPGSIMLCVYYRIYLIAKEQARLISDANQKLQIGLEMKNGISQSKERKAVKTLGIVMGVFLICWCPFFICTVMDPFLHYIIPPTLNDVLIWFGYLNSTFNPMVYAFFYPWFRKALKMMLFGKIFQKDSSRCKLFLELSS
#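 test system = CHO RD-HGA16 cells bearing hTAAR1 | replication = singlicate | controls = DMSO-only wells and EC80 β-PEA-stimulated wells | reagent = EC80 β-phenethylamine stimulus | read-out basis = percent inhibition of PEA-evoked calcium signal, max/basal emission ratio | schedule = seeding 17-24 h prior, 75-min 37 °C, 30-min RT dye loading | signal = kinetic Fluo-8 calcium fluorescence measurement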
# GPR7 antag – human neuropeptides B/W receptor 1 antagonism; P48145; AID 1861; hit rate 1.1% among 290,000; GPR7-expressing cells, fluorescence antagonist assay; inhibition, % at 4.4 µM; in the data active = inhibition above about 16%, passing the limit was not always enough;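 note: cells stimulated with the agonist NPW; 0% = agonist with vehicle and 100% = vehicle without agonist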
# Target sequence (P48145 whole entry, looked up): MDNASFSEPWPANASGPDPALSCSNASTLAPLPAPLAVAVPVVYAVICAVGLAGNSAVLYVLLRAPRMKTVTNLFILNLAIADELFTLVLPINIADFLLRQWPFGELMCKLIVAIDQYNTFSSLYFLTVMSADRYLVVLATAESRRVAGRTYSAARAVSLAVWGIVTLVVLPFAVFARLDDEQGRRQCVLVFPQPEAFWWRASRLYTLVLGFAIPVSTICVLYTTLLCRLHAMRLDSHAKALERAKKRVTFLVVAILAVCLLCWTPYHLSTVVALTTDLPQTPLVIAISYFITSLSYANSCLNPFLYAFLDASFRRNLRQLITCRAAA
# M1 ag parental – nonselective activator or artifact in parental CHO-K1 cells; hit rate 0.48% among 360,000; Fluo-8 calcium fluorescence; scaled to maximal ATP response, vehicle zero; activation, % at 3 µM; in the data active = activation above about 15%;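 note: untransfected CHO-K1 host cells lacking M1 receptor as counterscreen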
# Starred values were filed as active, the others as inactive; · = not tested or not shown.
SMILES,CHO parental Ca,CHO-K1 Ca PAM,CHO-K1 Ca antag,OXTR agonist,V1R ag counter,OXTR potentiate,TAAR1 antagonist,GPR7 antag,M1 ag parental
O=C1/C(=C\c2ccc(O)cc2)SC(=S)N1c1cccnc1,58*,11,7,15,20,-15,34,0,17*
COc1ccc(C(=O)c2cc([N+](=O)[O-])ccc2N2CCN(C)CC2)cc1,-19,-6,0,1.4,0.1,1,-18,34*,1.2
O=C(CNC(=S)N(Cc1ccccc1)Cc1cccnc1)N1CCOCC1,8,-3,0,-0.3,-0.2,-2,-1,-9,0.2
Cc1ccc(OCc2cc(C(=O)N(CCO)Cc3cccs3)no2)cc1C,3,-5,8,2.3,9.1,-13,-9,-7,1.4
CCOc1ccccc1NC(=O)C(OC(=O)c1cnc(C)cn1)c1ccccc1 (stereo not drawn),·,46*,-12,·,·,·,-14,·,0.3
CC1CC(C)CN(S(=O)(=O)c2ccc(C(=O)N3CCOCC3)cc2)C1 (stereo not drawn),-3,-7,-5,0.1,0.7,-5,-7,2,0.9
CCCc1cc(=O)[nH]c(SCc2nc3ccccc3s2)n1,-17,23,-1,0.6,-1.4,6,-3,-5,2.2
CN(C)c1ccc(C=NC(CO)C(O)c2ccc([N+](=O)[O-])cc2)cc1 (stereo not drawn),-10,25,-10,-0.3,-0.4,-4,7,-6,4.9
O=C(CSCC(=O)Nc1cccc2ccccc12)Nc1cccc2ccccc12,4,8,0,-1.0,0.7,-15,11,-7,2.1
CC(NCC(O)COC1CCC(C(C)(C)C)CC1)c1ccccc1 (stereo not drawn),21,19,10,8.4,8.8,-15,1,13,2.4

# Single records (already shown).
# O=C1/C(=C\c2ccc(O)cc2)SC(=S)N1c1cccnc1 as listed: CHO parental Ca = 58*; CHO-K1 Ca PAM = 11; CHO-K1 Ca antag = 7; OXTR agonist = 15; V1R ag counter = 20; OXTR potentiate = -15; TAAR1 antagonist = 34; GPR7 antag = 0; M1 ag parental = 17*
# O=C(CNC(=S)N(Cc1ccccc1)Cc1cccnc1)N1CCOCC1 as listed: CHO parental Ca = 8; CHO-K1 Ca PAM = -3; CHO-K1 Ca antag = 0; OXTR agonist = -0.3; V1R ag counter = -0.2; OXTR potentiate = -2; TAAR1 antagonist = -1; GPR7 antag = -9; M1 ag parental = 0.2

# (next part)
SMILES,CHO parental Ca,CHO-K1 Ca PAM,CHO-K1 Ca antag,OXTR agonist,V1R ag counter,OXTR potentiate,TAAR1 antagonist,GPR7 antag,M1 ag parental
COc1cc(C=C(c2nc3ccccc3s2)c2nc3ccccc3s2)cc(OC)c1O,-19,13,-5,0.6,1.0,-5,6,-6,2.1
CNS(=O)(=O)c1cn(CC(=O)NCc2ccccc2OC)cc1S(=O)(=O)NC,0,-3,-8,0.3,-1.1,1,-10,-6,0.4
CC(C)(C)CC(=O)NCCCN1CCOCC1,-3,14,-17,0.6,0.0,-13,-23,-1,0.9
c1ccc(-c2nc(N3CCOCC3)c3ccccc3n2)nc1,3,10,15,0.8,-0.7,-6,-11,-6,0.1
Cc1cc(NC(=O)COC(=O)c2cccc(S(=O)(=O)N(C)C3CCCCC3)c2)no1,-18,-18,-7,-2.6,-0.5,-8,-10,15,2.0
Cc1ccc(S(=O)(=O)NCCSc2nnnn2C)cc1,-4,-1,7,1.4,0.7,-2,17,-18,0.0
O=c1[nH]c(CN2CCN(c3ccccc3)CC2)nc2scc(-c3ccccc3)c12,-17,-2,3,0.8,4.8,-5,2,3,1.6
COCCn1c(=S)[nH]c2ncccc2c1=O,-8,16,-5,-0.5,0.6,-4,6,5,0.6
COc1ccc(NC(=O)C2=NN(C3CCS(=O)(=O)C3)C(=O)CC2)cn1 (stereo not drawn),-2,-16,4,1.0,0.0,-6,-8,-11,0.2
CCOc1ccc(-n2ccn(CC(=O)NCCc3ccccc3)c(=O)c2=O)cc1,·,3,-2,·,·,·,-26,·,0.3
CSc1nnc(C)c(=O)n1COC(=O)c1ccc([N+](=O)[O-])cc1,-12,-17,7,-0.3,0.0,0,-13,-12,0.3
Cc1ccc(S(=O)(=O)N2CCOCC2)cc1C(=O)OCC(=O)NCc1ccccc1,1,0,-6,-0.7,-0.6,-13,2,·,1.1
CC(C)C(NC(=O)c1ccco1)C(=O)NC1CCCCCC1 (stereo not drawn),-17,-10,-2,-0.6,3.6,-9,-20,2,0.0
Cc1ccc(NC(=O)Cn2nc(-c3ccccc3)nc2-c2ccccc2)c(C)c1,-18,-10,12,-1.2,-0.1,1,5,-9,0.0
CCN(CC)C(=O)CSc1nnc2nnc3cc(OC)ccc3n12,-12,15,-12,3.3,2.9,1,-20,-5,2.6
O=C(NCCc1ccccc1F)c1[nH]c(C(F)(F)F)nc1-c1ccccc1,·,5,-15,·,·,·,-5,·,8.3
CCN1C(=O)/C(=C2/C(=O)N3c4c(cc(OC(C)=O)cc42)C(C)=CC3(C)C)SC1=S,-18,19,-7,0.8,-0.2,6,-23,-3,0.2
CC(=O)O/C(=C\c1cn(C(C)=O)c2ccccc12)C(=O)O,-9,-7,-6,0.9,0.1,-4,-1,-2,-0.1
Cc1ccc(S(=O)(=O)N2CCC3CC2c2cc(Cl)ccc23)cc1 (stereo not drawn),·,0,-3,·,·,·,-8,·,0.1
O=c1cc(NCc2ccccc2)nc2n1CCCS2,-18,18,-7,-2.0,0.9,-2,-34,-4,-0.2
CCOC(=O)c1cc2sc(C)cc2n1CC(=O)N1CCN(C(=O)c2ccco2)CC1,-2,9,-13,-0.7,-0.9,2,-13,2,0.3
CC(C)c1ccccc1NC(=S)NC1CCCCC1,-8,7,-5,-1.9,-1.7,-15,-6,-7,0.1
CC1=C(C(=O)Nc2ccc(C)cc2C)C(c2ccc(C)o2)NC(=S)N1 (stereo not drawn),-18,26,-10,-1.6,-0.7,-13,-28,-2,0.3
c1ccc(Oc2cc(-c3ccccc3)ncn2)cc1,-3,8,-14,-0.8,-1.0,-11,-14,3,-0.3
Cc1cc(C)n(CCSCC(=O)O)n1,5,8,1,0.0,-0.2,-6,-19,0,0.0
CCCCC(=O)NC(c1ccc(OC)cc1)c1ccc2cccnc2c1O (stereo not drawn),·,7,-12,·,·,·,-9,·,0.4
Cc1nc(N)sc1-c1csc(Nc2cccc(O)c2)n1,6,-23,13,-0.3,0.0,-8,-10,-15,-0.1
Cc1cccn2c(CNCCCn3ncc4ccccc43)c(C(=O)N3CCCCC3)nc12,-22,7,-8,0.7,0.5,-7,12,-7,1.5
CC(OC(=O)C1CC(O)CN1S(=O)(=O)c1ccccc1[N+](=O)[O-])C(=O)N1CCCCC1 (stereo not drawn),0,23,-5,-0.7,0.1,-2,5,-2,0.7
N#C/C(=C\c1cn(Cc2ccc(C#N)cc2)c2ccccc12)C(=O)NCc1cccs1,-8,-1,1,-0.7,0.8,-5,-6,-6,0.2
COc1ccc(NC(=O)c2cccc(N3C(=O)C4CCC(C)CC4C3=O)c2)c(OC)c1 (stereo not drawn),-29,0,-4,3.0,8.0,-4,28,-2,5.5
COc1ccc(-c2[nH]ncc2CN(C)CCN2CCOCC2)cc1F,-9,14,-7,1.6,1.1,-3,14,3,-0.4
Cc1ccc(NC(=O)c2cccc(Cl)c2)nc1,-8,10,-7,2.6,0.6,-2,14,-2,-0.1
COc1ccc(-c2nc3cc(C)c(Br)c(C)n3c2Cc2cccc(F)c2)cc1OC,·,11,-12,·,·,·,-29,·,0.0
C[C@@H]1C=C(C(=O)NCc2nc3ccccc3[nH]2)O[C@H](OCCCCO)C1,-3,-8,-7,-0.7,0.8,1,10,·,0.2
S=C(NCCNC(=S)Nc1ccccc1)Nc1ccccc1,0,8,-3,4.4,4.4,-14,-7,-13,4.0
O=C(COC(=O)Cn1nnc2ccccc21)NC1CCCC1,1,10,-19,0.4,0.5,-5,-16,-16,1.4
COCCn1c(C)cc2c(c1=O)C(c1ccco1)C(C#N)=C(N)O2 (stereo not drawn),0,4,2,0.2,0.4,2,-4,-5,-0.3
CC1(c2nnnn2-c2ccc3c(c2)OCCO3)CCC(=O)N1CCc1ccc(O)cc1 (stereo not drawn),·,12,-7,·,·,·,-11,·,1.5
CCOC(=O)N1CCN(C(=O)CCC2CCCC2)CC1,-2,11,-5,-0.2,1.2,-2,-12,-4,0.1

# Reprinted from the part before: 4 entries, then new ones.
SMILES,CHO parental Ca,CHO-K1 Ca PAM,CHO-K1 Ca antag,OXTR agonist,V1R ag counter,OXTR potentiate,TAAR1 antagonist,GPR7 antag,M1 ag parental
O=C(COC(=O)Cn1nnc2ccccc21)NC1CCCC1,1,10,-19,0.4,0.5,-5,-16,-16,1.4
COCCn1c(C)cc2c(c1=O)C(c1ccco1)C(C#N)=C(N)O2 (stereo not drawn),0,4,2,0.2,0.4,2,-4,-5,-0.3
CC1(c2nnnn2-c2ccc3c(c2)OCCO3)CCC(=O)N1CCc1ccc(O)cc1 (stereo not drawn),·,12,-7,·,·,·,-11,·,1.5
CCOC(=O)N1CCN(C(=O)CCC2CCCC2)CC1,-2,11,-5,-0.2,1.2,-2,-12,-4,0.1
O=C(Nc1ccon1)Nc1ccc(F)cc1F,-7,3,-5,-0.8,0.3,1,-6,4,1.1
Cc1cc(C)c(S(=O)(=O)N2CCCC2=O)c(C)c1N(C)S(C)(=O)=O,·,7,6,·,·,·,-1,-16,-0.2
O=C(O)c1ccc(NS(=O)(=O)c2cccc(C(=O)Nc3ccccc3[N+](=O)[O-])c2)cc1,·,9,-4,·,·,·,-4,-1,0.4
COc1ccc(C(=O)O)cc1S(=O)(=O)NCc1cccnc1,-5,15,-9,0.3,1.1,-5,2,-8,0.8
Cc1nn(-c2ccccc2)c(C)c1[N+](=O)[O-],1,-11,-6,-1.7,-0.6,-6,7,3,0.0
CCOc1ccc2oc(C(=O)NC3CCN(Cc4ccccc4)CC3)c(C)c2c1,-21,11,-11,-1.1,-0.8,3,-18,-2,3.2
O=C1OCCN1C(=O)[C@H]1[C@H](c2ccc(F)cc2)C(c2ccccc2)=NN1c1ccccc1,-21,1,-9,·,·,·,8,·,0.4
C[C@]12c3[nH]c4ccccc4c3CCN1C(=O)C(CC(=O)NCCc1ccccn1)C[C@@H]2C(=O)N1CCCCC1 (stereo partly drawn),-18,-9,-4,-2.5,-0.8,-1,-6,·,-0.6
CSc1nc(C)c2c(n1)N(c1ccc(C(F)(F)F)cc1)CC2,-3,6,-9,0.0,2.1,-5,12,-14,0.0
CCC(C)NC(=O)CSc1nnc(-c2ccncc2)n1-c1ccc(OC)cc1 (stereo not drawn),-16,8,4,-1.9,-1.1,-6,12,-10,-0.3
